p53null 39C kill: selectivity test: cytotoxicity in p53 null cells, nonpermissive temperature. H1299 p53-null (neo) cells, 39C, ATPlite viability, 24 h. Potency, µM (series often up to 46.1 µM), without a hit: at the top dose activity, negative = cell killing, hits mostly cytotoxic. 0.97% of 55,000 active;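 further: potency means the concentration at half of the fitted maximal effect; 0% = DMSO only and -100% = full killing by 100 µM tamoxifen; nearly all actives have a fitted effect of over 50% in size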
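Following overnight plating at 37C (600 cells/well), H1299-neo or H1299-p53A138V cells are dosed up to 46 uM. Incubation lasts 24 hr at 39C before ATP detection.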
TSG101-PTAP inh: TSG101-PTAP interaction inhibition, HIV-1 budding. Q99816. Fluorescence polarization, FITC-PTAP peptide/Tsg101, 20 min. Potency, µM (series often up to 115 µM), inactives show at the highest dose activity change, negative = inhibition, hits mostly inhibitors. 44,000 tested, under 10 active; further: potency means the concentration at half of the fitted maximal effect; 0% is about no effect
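Steps: Tsg101 binding domain (10 uM final) in HEPES pH 7.5/NaCl/Tween 20/EDTA/TCEP; add compound; add FITC-PTAP peptide (50 nM final); incubate 20 min r.t.; read polarization.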
GALK inh: GALK (human) enzyme inhibition. P51570. recombinant GALK, Kinase-Glo ATP luminescence, 1 h. Potency, µM (highest dose often 57.5 µM), inactives show at the top dose activity, negative = inhibition, usual class: inhibitors. 44,000 tested, under 10 active. AID 1347072;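 further: plate controls were full GALK reaction for no effect and reaction lacking GALK for full effect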
Target sequence (P51570 whole entry, looked up): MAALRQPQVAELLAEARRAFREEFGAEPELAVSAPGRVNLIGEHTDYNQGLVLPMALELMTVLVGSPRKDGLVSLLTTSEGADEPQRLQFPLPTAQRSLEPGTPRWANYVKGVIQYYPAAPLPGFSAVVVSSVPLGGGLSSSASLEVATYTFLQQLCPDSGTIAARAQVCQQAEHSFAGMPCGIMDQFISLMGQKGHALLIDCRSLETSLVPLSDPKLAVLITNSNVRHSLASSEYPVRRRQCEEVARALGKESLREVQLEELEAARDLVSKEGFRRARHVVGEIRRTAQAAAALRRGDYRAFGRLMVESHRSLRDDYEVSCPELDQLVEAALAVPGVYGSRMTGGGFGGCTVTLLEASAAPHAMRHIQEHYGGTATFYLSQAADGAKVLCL
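Compounds were pinned into ATP buffer, then GALK-galactose mix was added (final 5 nM enzyme, 35 uM ATP, 100 uM galactose, pH 8.0). After 1 h at room temperature, Kinase-Glo Plus was added and luminescence read.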
FH mod: Identification of activators of human fumarate hydratase by quantitative high-throughput screening; AID 1347055, 2019; Fumarate hydratase, mitochondrial (Homo sapiens), P07954; FH coupled MDH/diaphorase resazurin fluorescence, 15 min; Potency, µM (highest dose often 79.9 µM), for the others: at the highest dose activity change, negative = inhibition, hits mostly inhibitors; 0.22% of 54,000 active; further: potency means the concentration at half of the fitted maximal effect; on the % scale 0 is the no-effect control and ±100 the full control effect; the screen sought activators but most active calls are inhibition curves; nearly all actives have a fitted effect of over 45% in size
Target sequence (P07954 whole entry, looked up): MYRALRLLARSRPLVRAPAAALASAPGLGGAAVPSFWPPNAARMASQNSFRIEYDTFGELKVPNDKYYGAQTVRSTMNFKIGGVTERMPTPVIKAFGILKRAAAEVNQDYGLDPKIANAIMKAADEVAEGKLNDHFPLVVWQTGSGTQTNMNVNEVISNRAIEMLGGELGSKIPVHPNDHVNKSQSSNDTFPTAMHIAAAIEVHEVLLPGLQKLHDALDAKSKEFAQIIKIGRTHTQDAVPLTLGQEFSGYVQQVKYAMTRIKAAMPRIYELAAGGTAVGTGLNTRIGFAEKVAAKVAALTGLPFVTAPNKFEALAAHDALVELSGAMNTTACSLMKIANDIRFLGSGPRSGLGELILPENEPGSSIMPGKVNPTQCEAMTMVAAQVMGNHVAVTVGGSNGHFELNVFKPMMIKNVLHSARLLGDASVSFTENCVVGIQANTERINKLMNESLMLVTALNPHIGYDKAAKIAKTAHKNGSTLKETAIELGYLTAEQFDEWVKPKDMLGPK
NTMT1 inhibitor: blocks human N-terminal methyltransferase 1 activity; Potency, µM (series often up to 114 µM), inactives show at the top dose activity change, negative = inhibition, most hits filed as inhibitors; 2.5% of 59,000 active; NTMT1 MTase-Glo SAH luminescence, purified enzyme;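 further: potency means the concentration at half of the fitted maximal effect; plate controls were DMSO vehicle for no effect and no enzyme for full effect; nearly all actives have a fitted effect of over 65% in size; many of its hits are not listed in these tables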
p53null 32C kill: kills p53 null cells at the permissive temperature | H1299-neo p53 null cells, ATP luminescence, 24 h, 32C | Potency, µM (doses to about 46.1 µM), for inactives: top-dose activity change, negative = cytotoxicity, hits mostly cytotoxic | 0.62% of 55,000 active | AID 903;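 further: potency means the concentration at half of the fitted maximal effect; 0% = DMSO only and -100% = full killing by 100 µM tamoxifen; nearly all actives have a fitted effect of over 55% in size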
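Luminescent ATP readout gave cell viability of p53-null H1299-neo cells after a 24 h compound exposure at the permissive 32C. Titrations ran up to 46 uM, and AC50s were fitted with the standard Hill equation.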
B2AR arrestin ag: beta-arrestin recruitment by human beta2-adrenergic receptor ligands. 44,000 tested, under 10 active. Potency, µM (doses to about 46.1 µM), for the others: at the highest dose activation, actives largely listed as activators. AID 1347077. HTLA Tango cells, beta-arrestin recruitment, luciferase luminescence, 18 h. P07550;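 further: potency means the concentration at half of the fitted maximal effect; 0% = DMSO and full agonism = EC100 isoproterenol or metaproterenol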
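Ligand-induced beta-arrestin recruitment to recombinant beta2-AR is measured via a tTA-driven luciferase reporter in Tango cells after 18 hr compound exposure at 37 degrees C. Concentrations span up to 46 microM.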
Starred values were filed as active, the others as inactive; ? = inconclusive; / = not tested or not shown; [ ] = dose if it differs, or a comment. The call rests on the fitted dose curve; in most records, active means well fitted curve in the direction sought with a large enough effect; inconclusive means small, poorly fitted or top-dose-only effect, or another doubt; inactive means no such curve, though single readings can be large; an effect the other way counts as inactive or inconclusive. The list is partial; rates above refer to the full screens.

mol,NTMT1 inhibitor,B2AR arrestin ag,TSG101-PTAP inh,p53null 32C kill,GALK inh,FH mod,p53null 39C kill
CCOC(=O)CSc1nc2c(sc3ccccc32)c(=O)n1Cc1ccc(C)cc1,-2%,-3%,0%,-4%,3%,-2%,14%
CCCc1cc(=O)[nH]c(Nc2ccc(O)cc2C)n1,/,0%,-1%,3%,2%,/,3%
CC(C)(C)c1ccc(C(=O)N2CCCC(c3nc4c(nnn4Cc4cccc(F)c4)c(=O)[nH]3)C2)cc1 (centres undefined),3%,0%,-10%,12%,6%,?,19%
Cc1ccc(NC(=O)CCOc2ccccc2)cc1,9%,2%,-3%,9%,-3%,-8%,6%
CC1=C(c2ccc(Cl)cc2)S(=O)(=O)N=C1N1CCN(c2cccc(C)c2C)CC1,-1%,-1%,-3%,6%,-8%,8%,-6%
Cc1ccc(NC(=O)Cn2cc3c(n2)CCCCC3)cc1,2%,-3%,-9%,-1%,0%,0%,1%
COc1cc(NC(=O)c2nn(C)c3c2COc2ccccc2-3)cc(OC)c1OC,-1%,-1%,1%,-1%,-9%,3%,4%
CCOc1ccccc1NC(=O)CN1C=NS(=O)(=O)c2ccccc21,-20%,-3%,-1%,-9%,3%,27%,9%
CCOC(=O)CC(NC(=O)CCc1c(C)nc2cc(-c3ccccc3)nn2c1C)c1ccc(C)cc1 (centres undefined),-1%,-2%,1%,0%,9%,-22%,-20%
COc1ccc(C)cc1NC(=O)c1nnn(-c2c(C)cccc2C)c1C,-10%,-2%,-3%,-6%,0%,-19%,5%
CCOC(=O)c1ccc(NC(=O)C(CC)Sc2nc3ncccc3[nH]2)cc1 (centres undefined),7%,1%,-8%,-7%,2%,?,-6%
Cc1ccc(C)c(Cn2c3ccccc3c3cnn(CC(=O)NCCc4ccccc4)c(=O)c32)c1,7%,-3%,1%,-10%,-13%,2%,9%
CCCCOc1ccc(C(=O)NCCS(=O)(=O)N2CCN(c3ccc(F)cc3)CC2)cc1,-1%,0%,-1%,-5%,-1%,2%,-8%
CCN(CC)CCCNC(=O)CCc1c(C)n(CC)c2cc(-c3ccccc3OC)nn2c1=O,?,11%,-2%,-6%,1%,-4%,-12%
COC(=O)c1scc(-c2ccc(C)cc2)c1S(=O)(=O)Nc1cc(OC)c(OC)c(OC)c1,89µM*,2%,-4%,10%,1%,-18%,-3%
COc1cc(-c2noc(-c3ccc(NCCc4ccccc4)c([N+](=O)[O-])c3)n2)cc(OC)c1OC,13%,-2%,1%,-26%,1%,-6%,-20%
C=Cc1ccc(Cn2c(=O)n(-c3ccc(C)cc3)c(=O)c3c2c2cc(OC)ccc2n3C)cc1,3%,2%,-1%,0%,-1%,-12%,-7%
O=C1CCSC2(C(=O)N(Cc3ccc(F)cc3)c3ccccc32)N1c1ccccc1 (centres undefined),2%,-1%,-4%,5%,0%,-13%,?
CCOc1ccc(OCC)c(NS(=O)(=O)c2ccc3[nH]c(=O)ccc3c2)c1,-15%,0%,-4%,-3%,3%,-28%,-14%
CCCCN(CC)CCCNC(=O)c1cc2c(=O)[nH]c3ccccc3c2s1,?,1%,1%,0%,9%,?,0%
COCCNC(=O)Nc1cc(C(=O)NCc2ccc(C(C)C)cc2)ccc1N1CCCC1,-9%,1%,-2%,-2%,-2%,-7%,-11%
CSc1ccccc1NC(=O)C1=CC(c2ccc3c(c2)OCO3)=NS(=O)(=O)N1C,7%,-3%,-1%,6%,2%,-7%,-1%
COc1ccc(-c2cc3nccc(-c4cc(Cl)c(C)cc4O)n3n2)cc1,-29%,1%,-2%,/,0%,-1%,/
O=C(NCc1ccccc1Cl)c1ccc(CS(=O)(=O)c2ccc(Br)cc2)o1,-2%,-2%,0%,-4%,2%,-28%,-7%
O=C(NCCc1ccccc1)c1ccc(Cn2c(SCc3ccccc3)nc3cccnc32)cc1,-5%,2%,6%,-24%,1%,-34%,?

Carrying on.
mol,NTMT1 inhibitor,B2AR arrestin ag,TSG101-PTAP inh,p53null 32C kill,GALK inh,FH mod,p53null 39C kill
Cc1ccccc1Oc1nc2c(c(=O)n(C)c(=O)n2C)n1Cc1ccc(Br)cc1,1%,1%,-7%,-2%,-1%,-5%,-18%
O=C(NC1CCCC1)c1ccc2c(=O)n(Cc3ccccc3)c(SCc3ccccc3)nc2c1,0%,0%,0%,8%,-7%,-14%,34%[activator]
CC(C)OCCCN1C(=O)c2[nH]nc(-c3ccccc3O)c2C1c1ccc(OCc2ccccc2)cc1 (centres undefined),21%,?,-4%,48%[activator],-2%,?,13µM*
COc1ccc(CCNC(=O)c2cc(Sc3cccc(Cl)c3)nc3ccccc23)cc1OC,10%,3%,-4%,8%,-1%,-18%,4%
O=C(Cn1nc(Cc2cccnc2)c2ccccc2c1=O)Nc1ccc(F)c(Cl)c1,-1%,1%,-1%,17%,0%,-6%,15%
COc1ccc(S(=O)(=O)NCC(c2ccc(N(C)C)cc2)N2CCOCC2)cc1 (centres undefined),4%,-1%,-6%,0%,1%,-1%,-6%
Cc1ccc2sc(N3CCN(C(=O)CCS(=O)(=O)c4ccc(Cl)cc4)CC3)nc2c1C,9%,-2%,2%,-2%,-1%,-1%,?
COc1cc(C2CC(=O)N(CC(=O)Nc3ccccc3F)c3ccccc3S2)cc(OC)c1OC (centres undefined),-2%,-2%,2%,8%,3%,-27%,1%
Cc1ccc(NC(=O)CSc2nc3ccccc3nc2Cc2ccccc2)c(Cl)c1,-1%,0%,0%,-4%,0%,-17%,13%
Cc1ccccc1CN1C(=O)c2ccccc2S(=O)c2ccc(C(=O)NC3CCC(C)CC3)cc21 (centres undefined),-11%,1%,0%,4%,2%,-18%,6%
CC1CCC(NC(=O)C2(C)Cc3ccccc3C(=O)N2Cc2ccccc2Cl)CC1 (centres undefined),-14%,-1%,-2%,1%,7%,?,?
COc1ccc(N2CCN(C(=O)CCn3nc(C)c(S(=O)(=O)N4CCCC4)c3C)CC2)cc1,13%,0%,-1%,-8%,-2%,-22%,-3%
COc1ccc(CCNC(=O)c2cc3c(=O)n4cccc(C)c4nc3n2C)cc1,-21%,-1%,0%,5%,2%,5%,-10%
COc1cccc(CNC(=O)c2ccc3c(c2)sc2nc(-c4cccc(OC)c4)cn23)c1,-1%,1%,-1%,4%,1%,-6%,-12%
Cc1ccc(C(=O)c2cn(CC(=O)NCc3ccccc3)c3nc(C)ccc3c2=O)cc1,-3%,1%,3%,-3%,0%,-2%,0%
Cc1cc(C)c(NC(=O)Cn2c(=O)oc3cc(S(=O)(=O)N4CCCCCC4)ccc32)c(C)c1,1%,-3%,-1%,-1%,-1%,-11%,8%
COc1cc(CNC(=O)c2ccc3nc(CCc4ccccc4)oc3c2)cc(OC)c1OC,0%,1%,-1%,11%,-2%,-15%,7%
Cn1ncc2c(Nc3cc(C(F)(F)F)ccc3Cl)ncnc21,?,-1%,-3%,-2%,3%,-16%,9%
COc1ccc(N2CCN(C(=O)CCn3cnc4onc(-c5ccc(F)cc5)c4c3=O)CC2)cc1,-9%,-1%,1%,7%,0%,-20%,6%
CCc1nnc2c(Nc3ccc(Br)c(C)c3)nc3ccccc3n12,-15%,-1%,-9%,5%,0%,24%,4%
Cc1ccccc1CS(=O)(=O)c1ncc(Cl)c(C(=O)Nc2nnc(C(C)C)s2)n1,23%,-2%,0%,6%,3%,21%,?
CCc1nn(CC(=O)NCc2ccccc2Cl)c(=O)c2cc3ccccc3n12,-14%,0%,-4%,-3%,-1%,-17%,-3%
COc1ccc(-c2nc(CN3CCC(C(=O)NCc4ccccc4)CC3)c(C)o2)cc1OC,1%,1%,-9%,-8%,8%,2%,-10%
CC(C)OCCCNC(=O)c1c2c(nc3ccccc13)C(=O)N(C1CCCCC1)C2,-6%,0%,-3%,4%,0%,3%,-9%
CCCCN(CCCC)c1ncnc2c1cnn2-c1cccc(C)c1,15%,-3%,3%,-4%,1%,-9%,10%

Compounds listed so far containing a thiophene ring, fused or not (3):
mol,NTMT1 inhibitor,B2AR arrestin ag,TSG101-PTAP inh,p53null 32C kill,GALK inh,FH mod,p53null 39C kill
CCOC(=O)CSc1nc2c(sc3ccccc32)c(=O)n1Cc1ccc(C)cc1,-2%,-3%,0%,-4%,3%,-2%,14%
COC(=O)c1scc(-c2ccc(C)cc2)c1S(=O)(=O)Nc1cc(OC)c(OC)c(OC)c1,89µM*,2%,-4%,10%,1%,-18%,-3%
CCCCN(CC)CCCNC(=O)c1cc2c(=O)[nH]c3ccccc3c2s1,?,1%,1%,0%,9%,?,0%

(more compounds)
mol,NTMT1 inhibitor,B2AR arrestin ag,TSG101-PTAP inh,p53null 32C kill,GALK inh,FH mod,p53null 39C kill
COc1ccc(CCN2C(=O)c3oc4cc(C)cc(C)c4c(=O)c3C2c2ccc(F)cc2)cc1OC (centres undefined),16%,1%,2%,-2%,0%,1%,-16%
CCOC(=O)COc1ccc(C2C(C(=O)OC)=C(C)NC3=C2C(=O)c2ccccc23)cc1Cl (centres undefined),2%,1%,-1%,?,3%,-21%,?
Cc1cccc(NC(=O)c2ccc(N(Cc3ccccc3)S(C)(=O)=O)cc2)c1,7%,1%,-3%,17%,0%,-1%,5%
CCOC(=O)C1CCN(c2nc3c(S(=O)(=O)c4ccc(Br)cc4)nnn3c3ccsc23)CC1,?,0%,0%,-3%,3%,-14%,0%
COc1ccc(N(C)C(=O)Cn2cc(S(=O)(=O)N3CCN(c4ccccc4F)CC3)c3ccccc3c2=O)c(OC)c1,6%,1%,2%,7%,3%,-25%,-14%
CCCN1CCN(CCCNC(=O)c2ccc3c(c2)sc2nc(-c4ccc(OC)cc4)cn23)CC1,?,0%,-1%,4%,1%,2%,-2%
O=C(NCc1ccccc1)c1ccc2c(c1)N(Cc1ccccc1F)C(=O)c1ccccc1S2=O (centres undefined),3%,-2%,-2%,0%,10%,-11%,-13%
COc1ccc(-c2nc3sc(CCNC(=O)C(=O)Nc4ccc(C)c(F)c4)c(C)n3n2)cc1,24%,-3%,-1%,-10%,1%,15%,-15%
Cc1ccccc1-c1noc(CSc2nc3ccccc3[nH]2)n1,1%,0%,-5%,11%,7%,-16%,1%
CCc1ccccc1N1C(=O)N(Cc2cccc(Cl)c2)c2ccccc2S1(=O)=O,89µM*,-3%,-4%,2%,-4%,-14%,15%

Screens (PubChem BioAssay)
